Source: PubChem BioAssay
esBAF inh: inhibitors of esBAF chromatin remodeling in mouse ES cells; Bmi1-luciferase knock-in reporter, 24 h; 100% = twice the neutral-well signal; reporter increase, % at 12.5 µM; 2% of 350,000 active; AID 602393; in the data active means activation above about 40%; inconclusive means no clear call, values can overlap the other calls;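 further: 0% = median of the plate's neutral control wells and 100% = double that signal; a rise in the Bmi1 reporter signal indicates esBAF inhibition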
miR-122 sensor: miR-122 inhibition in Huh7 cells; 0.3% of 340,000 active; activation (reporter increase), % at 12.5 µM; Huh7 miR-122 Renilla luciferase sensor, 48 h; neutral wells = 0, positive control = 100;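 active means mean replicate activation score at least 90 and every replicate individually at or above 90; inconclusive means only one of the two criteria met; inactive means neither criterion met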;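 further: higher luciferase means less miR-122 activity so hits act as miR-122 inhibitors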
C2C12 statin: suppression of simvastatin myotoxicity; C2C12 myotubes + simvastatin, ATP luminescence, 48 h; scaled: DMSO 0, geranylgeraniol control 100; rescue of ATP level, % at 7.49 µM; 0.78% of 330,000 active; AID 602340;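 active means mean ATP rescue above about 67%, or every replicate alone reaching that limit, limit read from the data, passing the limit was not always enough; inconclusive means no clear call, values can overlap the other calls; inactive means mean under the limit and some replicate under it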;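 further: myotubes were challenged with 10 µM simvastatin during compound exposure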
Cneo AK release: Cryptococcus neoformans lysis via adenylate kinase release. 0.2% of 360,000 active. C. neoformans lysis, adenylate kinase release luminescence, 4 h; normalised: neutral wells 0, clomiphene wells 100. lysis activity, % at 15 µM;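 active means mean lysis activity across replicates of at least 80%, whatever share of replicates individually reach that level; inactive means mean lysis activity below 80%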
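Schedule: static 4 h at 37 °C with compound, 1 h detection; system: C. neoformans cells; benchmarks: Clomiphene as positive control; buffer or medium: fresh YPD medium; measure: luminescence rise reflecting yeast cell lysis; measured by: luminescent adenylate kinase detection reagent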
ERp5 inh: inhibitors of human ERp5. Q15084. ERp5 insulin aggregation, absorbance 650 nm, 90 min. inhibition, % at 9.99 µM. 0.05% of 350,000 active;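 active means mean replicate inhibition above about 25%, with every replicate also reaching it, limit read from the data, passing the limit was not always enough; inconclusive means only one of those two criteria met; inactive means neither criterion met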
Target sequence (Q15084 whole entry, looked up): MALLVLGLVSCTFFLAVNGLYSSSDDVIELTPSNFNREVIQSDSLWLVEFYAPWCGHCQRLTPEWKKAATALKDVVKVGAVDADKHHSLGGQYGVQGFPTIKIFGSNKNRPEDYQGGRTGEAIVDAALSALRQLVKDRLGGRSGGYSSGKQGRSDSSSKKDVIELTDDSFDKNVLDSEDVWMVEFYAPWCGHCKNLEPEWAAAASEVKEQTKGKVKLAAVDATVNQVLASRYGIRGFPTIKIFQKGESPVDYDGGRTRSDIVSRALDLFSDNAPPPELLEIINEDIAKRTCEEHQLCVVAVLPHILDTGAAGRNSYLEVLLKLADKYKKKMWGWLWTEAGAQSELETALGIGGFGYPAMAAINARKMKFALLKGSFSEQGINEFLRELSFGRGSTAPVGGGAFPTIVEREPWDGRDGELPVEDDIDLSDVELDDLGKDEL
ARNT TACC3 PPI: disruptors of human ARNT/TACC3 interaction; AlphaScreen His-ARNT PAS-B/GST-TACC3 binding, luminescence; TACC3 fragment carries E629A point mutation; inhibition, % at 9.99 µM; 0.66% of 390,000 active;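 active means mean inhibition of replicates at least 50% and at least half of replicates each reaching 50%; inconclusive means half or more replicates reach 50% but mean below 50%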;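 further: 0% = complete ARNT plus TACC3 wells and 100% = ARNT alone without TACC3; many hits fall short of the cut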
SIRT5 block: sirtuin-5 (human) deacylase inhibition; Q9NXA8; Purified SirT5, succinyl-peptide AMC, trypsin-coupled fluorescence; inhibition, % at 15 µM; 1.1% of 330,000 active; AID 652115; in the data active means inhibition above about 15%; inconclusive means no clear call, values can overlap the other calls
Target sequence (Q9NXA8 whole entry, looked up): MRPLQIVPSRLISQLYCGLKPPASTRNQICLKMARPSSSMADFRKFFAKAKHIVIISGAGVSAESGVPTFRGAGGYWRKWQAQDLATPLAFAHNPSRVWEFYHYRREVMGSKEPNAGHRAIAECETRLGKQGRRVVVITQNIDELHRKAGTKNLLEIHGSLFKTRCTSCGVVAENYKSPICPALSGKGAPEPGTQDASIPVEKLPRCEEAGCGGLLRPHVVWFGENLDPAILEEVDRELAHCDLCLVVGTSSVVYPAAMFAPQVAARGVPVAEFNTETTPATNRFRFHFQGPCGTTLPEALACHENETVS
Active calls of the source: *; u = inconclusive; x = no result given; [ ] = dose if it differs, or a comment.

SMILES	esBAF inh	miR-122 sensor	C2C12 statin	Cneo AK release	ERp5 inh	ARNT TACC3 PPI	SIRT5 block
CCNC(=S)N1CCN(S(=O)(=O)c2ccc(C)c(C)c2)CC1	x	x	x	x	-2	-14	-6
CC1CCN(CCc2nc3cc(NC(=O)Nc4ccccc4)ccc3n2C)CC1	44*	-31	-13	-2	x	7	x
CN(c1ccc(C(=O)N2CCN(c3ccccc3F)CC2)cc1)S(=O)(=O)c1ccccc1	-1	-4	8	-6	4	1	-2
O=C(CN1CCN(CC(=O)Nc2ccccc2Cc2ccccc2)CC1)Nc1ccccc1Cl	1	x	-1	2	2	-11	0
O=c1c2cccnc2n(-c2ccccc2)n1Cc1ccc(Cl)cc1	-1	-7	5	x	-4	-7	-4
CCSc1nc(O)c(Cc2ccccc2)c(=O)[nH]1	1	-2	5	6	x	3	x
O=C(C[C@H]1C[C@@H]2c3cc(NC(=O)C4CCOCC4)ccc3O[C@@H]2[C@H](CO)O1)NCCc1ccccc1	-7	0[16.7 µM]	3	8	2	-2	0
COc1ccc(N2CCN(C(CNC(=O)c3cccc(Cl)c3)c3cccnc3)CC2)cc1 (configuration not stated)	-8	-11	19	-3	x	-2	x
C[C@@H]1CN([C@H](C)CO)C(=O)c2cccc(NC(=O)c3nc4ccccc4s3)c2O[C@@H]1CN(C)Cc1ccc(C(=O)O)cc1	8	0[16.7 µM]	x	3	-2	-4	4
Cc1nc(Nc2ncc3c(n2)CC(C)(C)CC3=O)nc2ccccc12	x	x	x	x	14	-1	-2
O=C(O)[C@@H]1[C@@H](CO)[C@@H]2Cn3c(ccc(-c4ccccc4F)c3=O)[C@@H]2N1Cc1ccccc1	3	-3[16.7 µM]	12	-2	-1	4	19*
Cc1ccc(-c2csc(NC(=O)c3ccccc3F)c2C(=O)O)cc1	u	x	-6	x	3	17	1
CCCNC(=O)N1CCC(C(=O)c2ccc(F)cc2)CC1	-2	-4	-2	0	x	-2	x
Cn1ccnc1SCC(=O)Nc1cccc(S(=O)(=O)N2CCCCCC2)c1	x	x	x	x	-3	7	-3
Cc1ccc(S(=O)(=O)CC(=O)c2ccccc2[N+](=O)[O-])cc1	1	10	-13	2	-1	0	-2
COc1ccc(C(=S)N2CCN(c3ccccc3C)CC2)cc1OC	-1	35	-4	1	2	-5	-4
O=C(CCN1CCOCC1)c1ccc2c(c1)OCCO2	8	-3	0	0	x	-6	x
COCC#Cc1ccc([C@H]2[C@H](CO)N3CCCCN(S(=O)(=O)c4ccccc4F)C[C@@H]23)cc1	6	3[16.7 µM]	9	-1	3	4	1
O=c1[nH]c(CN2CCN(c3ccccn3)CC2)nc2c(Br)cc(Br)cc12	x	6	x	0	0	-1	3
O=C(NCC[C@@H]1CC[C@@H](NC(=O)C2CCCCC2)[C@H](CO)O1)Nc1ccc(Cl)cc1	40	5[16.7 µM]	-18	1	2	x	-2
Cc1[nH]c2ccccc2c1C(=O)COC(=O)C1CC(O)CN1S(=O)(=O)c1ccc(Cl)cc1 (configuration not stated)	-5	3	3	0	0	8	-3
Cc1ccc(OCC(=O)Nc2ccc(CN3CCCCC3)cc2)c(C)c1	x	x	x	x	3	-3	5
COc1ccccc1CN1C[C@@H](C)[C@H](OC)CN(C)C(=O)c2cc(NC(C)=O)ccc2OC[C@@H]1C	-1	x	0	-2	2	4	-1
COC(=O)c1ccc(CSc2nc3ccccc3o2)cc1	5	-2	-3	-1	x	19	x
CS(=O)(=O)c1nc(-c2ccccc2)cc(C(F)(F)F)n1	31	x	x	-1	x	-2	x
CCOc1ccc(NC(=O)CN(C)C(=O)c2ccc(OCC3CCCO3)cc2)cc1OCC (configuration not stated)	13	-3	4	0	5	-3	-2
COc1ccc(S(=O)(=O)Nc2ccc3c(c2)C(=O)N([C@@H](C)CO)C[C@H](C)[C@H](CN(C)C(=O)Nc2ccccc2)O3)cc1	-7	-9[16.7 µM]	-23	52	-4	2	1
CCc1c(C(=O)NCCc2ccc(OC)c(OC)c2)[nH]c(C)c1C(C)=O	-1	2	-1	-1	x	1	x
O=C(NCCNc1ccc([N+](=O)[O-])cc1)c1cccc2c(Br)cccc12	x	x	x	x	-10	-13	1
CCN1CCN(c2ccc(NC(=O)Cc3ccccc3)cc2)CC1	0	31	105*	-2	x	7	x
O=C(c1ccc(S(=O)(=O)N2CCCC2)cc1)N(c1ccccc1)C1C=CS(=O)(=O)C1 (configuration not stated)	x	x	x	1	5	-1	-1
Cc1cc(C)nc(NC(=O)c2cccc([N+](=O)[O-])c2C)n1	-4	-12	5	1	x	2	x
Cc1noc(C)c1C(=O)NCCc1ccc(S(N)(=O)=O)cc1	x	0	x	-1	1	-1	-3
Cn1nnc(NC(=S)NC(=O)c2cccc3ccccc23)n1	11	-2	-2	27	3	-2	-4
O=C(Cc1ccncc1)Nc1ccc2c(c1)[C@H]1C[C@@H](CC(=O)N3CCc4ccccc4C3)O[C@H](CO)[C@H]1O2	1	-8[16.7 µM]	-5	-22	-8	8	4
Cc1cc(C)nc(N2N=C(C(C)(C)C)CC2=O)n1	-5	-5	7	18	0	-6	-1
O=c1[nH]c2ccc([N+](=O)[O-])cc2nc1/C=C(\O)c1ccccc1	4	-1	-7	x	1	-1	-1
Cc1ccc(S(=O)(=O)NC(=NC2CCCCC2)c2ccc(F)cc2)cc1	x	56	x	-1	-3	-2	x
CSc1ncccc1C(=O)OCC(=O)c1cc(C)n(CC2CCCO2)c1C (configuration not stated)	-29	-5	5	-9	13	6	-3
CCOc1ccc(N(CC(=O)NC(C)(C)C)C(=O)CCC(=O)Nc2nccs2)cc1	1	-2	6	-1	-2	-3	-1

Entries from the list above with a tert-butyl group:
SMILES	esBAF inh	miR-122 sensor	C2C12 statin	Cneo AK release	ERp5 inh	ARNT TACC3 PPI	SIRT5 block
Cc1cc(C)nc(N2N=C(C(C)(C)C)CC2=O)n1	-5	-5	7	18	0	-6	-1
CCOc1ccc(N(CC(=O)NC(C)(C)C)C(=O)CCC(=O)Nc2nccs2)cc1	1	-2	6	-1	-2	-3	-1

Remaining list, next part
SMILES	esBAF inh	miR-122 sensor	C2C12 statin	Cneo AK release	ERp5 inh	ARNT TACC3 PPI	SIRT5 block
O=C(COc1ccc(S(=O)(=O)NC2CCCCC2)cc1Cl)NCc1cccnc1	-13	x	2	3	4	-12	-9
C[C@H]1CN([C@@H](C)CO)C(=O)c2cc(NC(=O)Nc3ccc(C(F)(F)F)cc3)ccc2O[C@@H]1CN(C)Cc1ccc(C(F)(F)F)cc1	-2	-5[16.7 µM]	-45	0	4	-8	8
CCOC(=O)CNC(=O)c1cc(-c2ccc3c(c2)OCCO3)oc1C	13	5	49	-1	x	6	x
O=C(O)CSc1nnc(CNc2ccc(F)cc2)n1-c1ccccc1	-6	3	7	x	4	-7	1
COc1ccc(C2N(c3ccc(F)cc3)C(=O)C3CCCN32)cc1 (configuration not stated)	-8	-6	1	0	5	0	-5
O=C(O)c1cccc(-n2cccc2/C=C2/NC(=O)N(Cc3ccccc3F)C2=O)c1	x	x	x	x	-7	2	0
O=C(O)CNC(=S)N(Cc1ccccc1F)C1CCCCC1	x	x	x	x	5	-8	-5
O=C(Cn1cnc2c(nnn2Cc2ccccc2)c1=O)Nc1ccc2c(c1)OCCO2	-1	2	1	0	6	-4	-1
Cc1nn(S(=O)(=O)N2CCCCC2)c(C)c1Br	3	-9	1	-1	x	1	x
O=C(NCCCn1ccnc1)c1ccc(C(F)(F)F)cc1	-3	-3	-5	0	9	1	-3

Full records, quoted from the list. Screens in order: esBAF inh | miR-122 sensor | C2C12 statin | Cneo AK release | ERp5 inh | ARNT TACC3 PPI | SIRT5 block
Results for O=C(Cn1cnc2c(nnn2Cc2ccccc2)c1=O)Nc1ccc2c(c1)OCCO2 : -1 | 2 | 1 | 0 | 6 | -4 | -1
Results for O=C(COc1ccc(S(=O)(=O)NC2CCCCC2)cc1Cl)NCc1cccnc1 : -13 | x | 2 | 3 | 4 | -12 | -9
Results for COc1ccc(C2N(c3ccc(F)cc3)C(=O)C3CCCN32)cc1 (configuration not stated) : -8 | -6 | 1 | 0 | 5 | 0 | -5
Results for Cc1nn(S(=O)(=O)N2CCCCC2)c(C)c1Br : 3 | -9 | 1 | -1 | x | 1 | x

Remaining list, next part.
SMILES	esBAF inh	miR-122 sensor	C2C12 statin	Cneo AK release	ERp5 inh	ARNT TACC3 PPI	SIRT5 block
Cc1ccc(NC(=O)CCCC2CCCCC2)c(O)c1	u	-4	-2	-4	-1	-3	-4
Cc1cc(C)n2c(SCc3c(C)noc3C)nnc2n1	-6	0	93*	-1	x	-2	x
COCCN(C(=O)COC(=O)CCc1c[nH]c2ccccc12)c1c(N)n(Cc2ccccc2)c(=O)[nH]c1=O	x	x	x	x	3	0	-3
NC(=O)COc1ccc(C(=O)/C=C2/C(=O)Nc3ccccc32)cc1	4	-4	-4	0	-1	-2	0
C=CCSC1=C(C#N)C(c2cccc(OC)c2)CC(=O)N1 (configuration not stated)	0	-2	x	1	x	-12	x
CCNC(=S)N/N=C(\C)c1ccc2ccccc2c1OC(F)F	x	x	x	x	2	9	-1
Cc1ccc(S(=O)(=O)N(C)C)cc1NC(=O)c1cncc(Br)c1	x	-13	x	4	-3	1	x
N#Cc1ccccc1NC(=O)CSc1nccn1CCc1ccccc1	56*	-3	-5	1	x	10	x
Cc1ccc(C(=O)/C=C/c2cc(C#N)n(C)c2C)cc1	19	0	3	-5	3	2	22*
CN(CC(=O)Nc1ccccc1Br)C(=O)c1ccccc1Cc1ccccc1	-4	2	6	-2	1	-16	-2
CC(=O)N1N=C(N)SC1c1ccc(Cl)c(Cl)c1 (configuration not stated)	-2	0	1	-13	-4	x	1
O=C(CNc1ccccc1C(=O)O)c1ccccc1	34	4	3	-2	3	0	1
C[C@H]1CCCCO[C@@H](CN(C)C(=O)Nc2ccccc2)[C@@H](C)CN([C@@H](C)CO)C(=O)c2cc(NC(=O)Nc3ccccc3)ccc2O1	8	-4[16.7 µM]	x	2	1	-7	13
O=C(CN1CCC(NC(=O)Nc2ccc(F)cc2)CC1)Nc1ccccc1[N+](=O)[O-]	1	x	-4	-11	0	-12	-1
COc1cccc(C2N(Cc3ccccc3)C(=O)C2(F)F)c1OC (configuration not stated)	-3	2	-53	1	-1	-4	-1
COc1cc(OC)cc(C(=O)NC2CC(C)(C)NC(C)(C)C2)c1	-1	-3	-11	0	-1	-19	0
Clc1cccc(-c2nc3ccc(Cl)cn3c2Cc2ccsc2)c1	33	-3	-1	0	x	x	x
C[C@H](CO)N1C[C@H](C)[C@H](CN(C)C(=O)c2ccccc2)Oc2ncc(-c3ccc(C#N)cc3)cc2C1=O	3	-6[16.7 µM]	8	0	0	-2	-10
COc1ccccc1C(CNC(=O)CSc1ccc2ccccc2c1)N(C)C (configuration not stated)	-2	x	-19	4	2	12	-1
CCCNC(=O)C1(C)CCCN(C(=O)COc2ccc(C(C)(C)C)cc2)C1 (configuration not stated)	1	x	-10	0	0	x	-1
Oc1ccc(Nc2nc(-c3ccccc3)nc3ccccc23)cc1	-1	x	-39	-2	1	3	10
NNC(=O)CSCc1nc(-c2ccc(Cl)cc2)cs1	x	6	x	-1	-8	x	-2
